Screening results as filed in PubChem.
CDK5 inh = blocks human CDK5/p35 kinase activity; Q00535+Q15078; Recombinant CDK5/p35, ADP-Glo luminescence, 60 min; inhibition, % at 10 µM; hit rate 0.01% among 330,000;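 active = highest replicate inhibition of at least 50% and at least 75% of replicates reaching 50%; inconclusive = only one of the two criteria met; inactive = both criteria failed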;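 note: plate controls were DMSO neutral control for no effect and GW8510 at 10 µM for full effect; many of its hits are not listed in these tables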
Target sequence (Q00535 whole entry, looked up): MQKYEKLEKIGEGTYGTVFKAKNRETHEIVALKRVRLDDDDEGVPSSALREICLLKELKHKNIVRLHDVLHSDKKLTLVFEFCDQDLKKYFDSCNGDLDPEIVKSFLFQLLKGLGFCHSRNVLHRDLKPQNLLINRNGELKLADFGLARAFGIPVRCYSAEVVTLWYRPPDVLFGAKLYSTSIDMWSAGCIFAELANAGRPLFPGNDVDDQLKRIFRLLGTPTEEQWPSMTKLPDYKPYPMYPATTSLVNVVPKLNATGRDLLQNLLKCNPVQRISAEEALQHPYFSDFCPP
Target sequence (Q15078 whole entry, looked up): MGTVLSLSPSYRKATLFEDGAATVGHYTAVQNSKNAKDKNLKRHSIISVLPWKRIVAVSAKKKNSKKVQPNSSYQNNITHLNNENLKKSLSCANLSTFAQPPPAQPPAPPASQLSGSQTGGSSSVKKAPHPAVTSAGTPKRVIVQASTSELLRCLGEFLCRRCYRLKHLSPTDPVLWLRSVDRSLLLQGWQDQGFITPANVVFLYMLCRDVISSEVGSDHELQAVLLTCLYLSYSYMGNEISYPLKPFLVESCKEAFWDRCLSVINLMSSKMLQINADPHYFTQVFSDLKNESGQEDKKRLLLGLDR
RTF Ca sens inh = cardiac RTF calcium desensitization; IANBD-labeled cardiac RTF, Ca2+ fluorescence; inhibition, % at 7.15 µM; hit rate 0.12% among 340,000; AID 493244;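 active = inhibition above the mean inhibition of all tested compounds plus 3 SD, cut at about 17% in these data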;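 note: assay run at fixed EC70 calcium of 1.6 mM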
Keap1 Nrf2 FP = inhibitors of human Keap1-Nrf2 protein-protein interaction. Q14145. Keap1 Kelch-Nrf2 peptide fluorescence polarization, 1536-well. inhibition, % at 9.4 µM. hit rate 0.15% among 340,000; in the data active = inhibition above about 12%; inconclusive = no clear call, values can overlap the other calls; inactive = below about 7.3%;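 note: human Keap1 Kelch domain with fluorescein labeled Nrf2 9mer peptide probe; 0% = neutral control wells and 100% = peptide positive control; higher means more block of Keap1 binding to Nrf2 peptide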
Rtt109 Vps75 = C. albicans Rtt109 histone acetyltransferase inhibition. hit rate 0.16% among 330,000. purified Rtt109/Vps75, ThioGlo CoA-SH fluorescence, 4 h. Q5AAJ8. inhibition, % at 34.9 µM;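 active = inhibition of at least 50% in every replicate; inconclusive = best replicate reaches 50% inhibition but some replicates fall short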
Mot1-301 SUMO = blocks SUMOylation pathway, rescuing yeast Mot1-301 growth | S. cerevisiae Mot1-301 growth rescue, ATP luminescence, 38.5C; percent above DMSO median, 100 means doubled | growth rescue, % at 18.8 µM | hit rate 1% among 320,000;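 active = every valid replicate shows activation above 250% relative to neutral control wells; inactive = the rest, any valid replicate at or below 250%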;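 note: OY570 slx delta 5 strain wells were the positive control but not used for scaling; some compounds called inactive have numbers as strong as hits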
dFosB act = mouse delta FosB homodimer activation | P13346 | purified delta FosB, TAMRA-CDK5 oligo fluorescence polarization; percent of positive-control signal above neutral wells | activation, % at 25 µM | hit rate 0.99% among 340,000;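 active = mean activation above about 17%, with every replicate also reaching it, limit read from the data, passing the limit was not always enough; inconclusive = only one of the two conditions met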;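 note: fluorescence polarization rise as delta FosB binds a TAMRA Cdk5 AP-1 oligo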
Target sequence (P13346 whole entry, looked up): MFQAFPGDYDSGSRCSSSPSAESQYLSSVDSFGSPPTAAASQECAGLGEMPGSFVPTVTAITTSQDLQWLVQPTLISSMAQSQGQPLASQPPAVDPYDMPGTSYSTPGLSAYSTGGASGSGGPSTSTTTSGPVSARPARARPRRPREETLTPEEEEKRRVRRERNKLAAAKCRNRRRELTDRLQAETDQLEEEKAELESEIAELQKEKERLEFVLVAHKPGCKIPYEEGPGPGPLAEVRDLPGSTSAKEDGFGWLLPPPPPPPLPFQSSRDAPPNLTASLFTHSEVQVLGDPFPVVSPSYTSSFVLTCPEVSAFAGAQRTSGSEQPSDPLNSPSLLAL
cardiac RTF act = cardiac RTF calcium sensitization | activation, % at 7.2 µM | hit rate 0.24% among 340,000 | IANBD-labeled TnC RTF fluorescence at EC20 calcium; 0% EC20 calcium, 100% full calcium | AID 493008;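 active = activation above the mean over all tested compounds plus 3 SD, cut at about 30% in these data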;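 note: rise in fluorescence read as greater calcium sensitivity of cardiac thin filaments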
PfHsp90 set2 = reduces growth (ATP signal) of yeast expressing P. falciparum Hsp90. hit rate 0.32% among 310,000. S. cerevisiae expressing PfHsp90, BacTiter-Glo ATP, 48 h; yeast lacking PDR1 and PDR3 efflux regulators. inhibition, % at 9.4 µM;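 active = every replicate shows inhibition above about 80%, whatever the replicate mean, limit read from the data; inconclusive = mean inhibition reaches the set limit but some replicate falls short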;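 note: 0% = DMSO neutral controls and 100% = 20 µM radicicol positive controls; yeast relying on Plasmodium falciparum Hsp90 in place of its own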
C-LANA FP = blocks KSHV LANA C-terminal domain binding to DNA. MBP-C-LANA/FAM-LBS DNA binding, fluorescence polarization. inhibition, % at 9 µM. hit rate 0.078% among 340,000;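 active = highest replicate inhibition at or above 60% at 9 µM, even if other replicates fall short; inactive = all replicates below 60% inhibition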;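 note: 0% = neutral control wells and 100% = 4 µM acridine orange control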
PvdQ inh = blocks Pseudomonas aeruginosa PvdQ acylase activity; purified PvdQ acylase, fluorescence plate reader; inhibition, % at 10 µM; hit rate 0.063% among 340,000; AID 488965; in the data active = inhibition above about 30%, passing the limit was not always enough; inconclusive = no clear call, values can overlap the other calls;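 note: 0% = vehicle neutral wells and 100% = reference inhibitor wells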
NSD2 inh = NSD2 (human) methyltransferase inhibition; NSD2 peptide methylation, AlphaScreen, 120 min; hit rate 0.54% among 310,000; O96028; inhibition, % at 12.5 µM; AID 743445; in the data active = inhibition above about 50%
Numbers without * were called inactive; ? = inconclusive; · = not tested or not shown; & = joins results of further samples.

smiles,Mot1-301 SUMO,NSD2 inh,cardiac RTF act,C-LANA FP,Rtt109 Vps75,RTF Ca sens inh,PfHsp90 set2,Keap1 Nrf2 FP,PvdQ inh,dFosB act,CDK5 inh
Cc1ccc2nc(SCC(=O)Nc3cc(C)on3)nc(=O)n2c1,-2,1,-3,-0.8,-1,-2,-4,4,-13,2,0.0
Cc1ccc(-n2c(SCC(N)=O)nnc2-c2ccc(S(=O)(=O)N3CCCCC3)cc2)c(C)c1,10,1,-1,1.0,16,-2,9,-2,15,-11,-2.5
O=C(Cc1ccsc1)N1CCN(S(=O)(=O)c2ccccc2F)CC1,0,-6,-4,-0.7,10,6,·,2,5,4,-0.9
O=C(CN1CCC(NC(=O)c2ccc(F)cc2)CC1)NCc1ccccc1F,-12,-5,-3,0.7,-7,-9,5,0,10,-5,-1.5
O=C(NCCOc1ccccc1-c1ccccc1)c1ccco1,17,1,-2,-1.8,3,-14,-1,-5,-12,-1,-1.3
C=CCNC(=S)NNC(=O)CC12CC3CC(CC(C3)C1)C2,228,0,-2,1.0,-1,-2,-7,-4,4,-1,1.9
COc1ccc(CCN(C)C(=O)c2ccc3c(=O)n4c(nc3c2)CCCCC4)cc1OC,-1,0,0,-0.3,1,2,-27,2,-13,-7,-1.0
Cc1cc(C)c(C(=O)CC2(O)C(=O)Nc3ccccc32)cc1C (centres undefined),-15,2,2,0.3,-7,5,-10,-2,-17,-6,-0.9
CC1CCC(NS(=O)(=O)c2ccc(N3CCCC3=O)cc2)CC1 (centres undefined),-3,-2,0,0.8,2,-8,3,4,-11,-3,·
O=C(CSc1ccc(Cl)cc1)Nc1ccccc1N1CCN(C(=O)c2ccccc2)CC1,·,0,-4,-0.3,-1,-1,9,-2,1,1,1.4
CCCCCCCCNS(=O)(=O)CCNCc1ccc(OC)cc1,·,·,7,0.4,0,-8,-4,-3,-12,-5,-1.3
CCn1ccnc1CN(C)Cc1cn[nH]c1-c1ccc(OC)c(F)c1,15,·,1,0.3,-6,1,-13,-1,-5,3,-1.0
CCn1c(SCC(=O)OCc2ccccc2)nc2c1c(=O)n(C)c(=O)n2C,-1,1,4,4.5,0,-5,-8,0,4,-4,0.5
CCN(CC(=O)N1CCOCC1)S(=O)(=O)c1ccc(F)cc1,202,4,-5,0.4,-2,5,14,4,-4,-6,-0.6
Cc1cc(N2CCC(C)CC2)nc(SCC(=O)c2ccccc2)n1,16,0,1,0.5,1,-5,-3,1,-1,-16,-0.3
O/C(=C\c1nc2ccccc2[nH]1)c1cccs1,-4,·,17,0.6,0,-18,-56,-5,-5,-4,0.2
COC(=O)c1c(NC(=O)CN2CCC3(O)CCCCC3C2c2ccc(F)cc2)sc(C)c1C (centres undefined),-11,4,1,-1.6,-2,-11,-5,-7,2,-15,0.1
CC(C)(C)C(=O)Nc1ccc(N=Nc2ccccc2)cc1,0,2,-2,0.5,1,0,13,2,5,-7,0.8
O=C(NO)c1ccccc1O,-15&-29,·,2,-2.8,6,6,4,-2,1,8,-1.2
O=C(NC(=S)Nc1ccc(NC(=O)c2cccs2)cc1)c1ccc([N+](=O)[O-])cc1,-12,1,-12,-1.0,-2,13,32,-5,-6,0,-1.9
Cc1noc(C)c1-c1ccc2ncnc(NCC3CCCCN3C)c2c1 (centres undefined),-14,·,4,-1.5,-3,0,23,-3,-7,-5,-0.7
COc1ccc(OC)c(/C=C2\N=C(c3ccccc3)OC2=O)c1,-17,-2,17,12,-14,-8,13,-24,1,-8,-1.6
O=C(O)C1CCN(C(=O)CCc2ccccc2)CC1,2,-1,3,0.4,14,-6,2,5,10,-3,-0.4
CCNc1nc(NCC)nc(N/N=C/c2ccc(Br)cc2)n1,6,2,4,-0.8,19,2,-13,3,2,4,0.7
CCCCN(C)CCCNC(=O)/C=C1\Sc2ccccc2NC1=O,0,24,-4,-1.6,-1,-4,-15,-5,-9,-4,-0.3
O=C(c1ccc(S(=O)(=O)N2CCOCC2)cc1)N1CCN=C1SCc1cccnc1,-9,·,-4,-1.5,0,0,5,-1,2,-3,2.0
Cc1cc(C)c2c(=O)n(CC(=O)Nc3ccc(Br)c(C)c3)sc2n1,19,·,0,0.3,6,1,-40,0,3,-6,0.5
O=C(OCC(=O)c1c[nH]c2ccccc12)c1cccc(S(=O)(=O)N2CCCCCC2)c1,17,-3,3,5.7,0,-25,1,-2,-6,-8,-1.0
COc1ccccc1CNC(=O)CCS(=O)(=O)c1cccs1,-3,-2,5,·,24,-5,·,-1,0,-10,0.1
O=C(CN1CCSCC1)N/N=C/c1ccc(F)c(F)c1,42,1,8,-0.5,0,-13,2,-5,-14,5,-0.4
O=C(C[C@@H]1C/C=C/CC[C@@H](Cc2ccc(F)cc2)C(=O)O[C@@H](c2ccccc2)CNC1=O)NCCO,-16,·,1,3.2,9,-4,10,1,-11,-2,1.6
Cc1c(O)c(CN2CCCC2)cc2c1oc(=O)c1ccccc12,-7,1,1,-1.5,6,-3,4,-1,-11,3,-1.2
Cc1cc(C)cc(NC(=O)C(=S)NCc2ccccc2)c1,19,-4,-3,0.7,-2,11,15,0,5,-3,-1.9
Cc1ccc(C(=O)N2CCN(c3ccc(NC(=O)c4cccnc4)cc3)CC2)cc1,12,3,4,2.0,4,-2,24,2,-4,0,-1.6
Cn1cc(CCC(=O)NC2CC2)c2ccccc21,-22,-3,-6,-1.0,-3,-8,2,0,4,0,0.3
O=C(NCCc1ccccc1)c1cccc2c1C(=O)c1ccc(N3CCOCC3)cc1S2(=O)=O,-11,·,1,7.5,-6,-12,10,-1,4,-5,1.1
O=C(O)CCCN1C(=O)C2C3CCC(O3)C2C1=O (centres undefined),-22,-3,0,-1.6,-6,0,-11,1,-11,-11,-0.5
CCOc1cccc2c1OC1(CCCCC1)N1N=C(c3cccnc3)CC21 (centres undefined),-8,·,6,-0.4,1,-6,23,-1,-15,-9,1.5
O=C(c1ccncc1)N(c1ccc2oc3c(c2c1)CCCC3)S(=O)(=O)c1cccc([N+](=O)[O-])c1,134,-1,0,0.9,16,1,-56,-1,11,6,0.0
COc1ccc([N+](=O)[O-])cc1N(CC(O)CN1CCCC1)S(=O)(=O)c1ccc(C)cc1 (centres undefined),5,6,-1,1.6,-2,-6,-20,2,-2,1,-0.4
O=C(/C=C\c1ccc2c(c1)OCO2)Nc1c2c(nn1-c1ccc(Cl)cc1)CSC2,-2,·,11,-0.3,-5,2,-23,-5,-4,-5,-5.6
COc1cc2ccccc2cc1C(=O)Nc1ccc(CN2CCOCC2)cc1,394*,-1,-4,-1.0,44,10,-2,0,2,-11,1.8
Cc1nc(SCC(=O)NC(=O)NCCC(C)C)c2c(-c3cccs3)csc2n1,1,-1,5,-0.4,?,6,-12,4,3,-2,0.4
CCc1sc(C(=O)Nc2cccnc2)cc1Br,-9,0,-1,-1.1,0,1,19,-2,-12,-27,-0.3
O=C(CCN1CCN(c2ccccc2F)CC1)Nc1ccccc1Cl,-30,35,3,-1.0,-4,-3,9,-4,-10,-5,-1.3
CCOC(=O)N1CCN(C(=O)CN(c2ccc(OC)c(OC)c2)S(C)(=O)=O)CC1,-6,32,-3,0.8,1,-3,·,2,8,14,3.7
COc1ccc(-c2csc3ncnc(N4CCN(S(=O)(=O)c5cccc(C(F)(F)F)c5)CC4)c23)cc1,·,0,-8,-0.6,1,-3,0,-3,-11,-4,-0.7
CC(=O)Nc1ccc(S(=O)(=O)N2CCC(C(=O)NCCC(=O)NCc3ccncc3)CC2)cc1,68,-1,0,-2.5,11,-2,5,-2,18,-2,3.2
O=C(Cc1ccccc1)Nc1cc(C(=O)c2ccccc2)ccc1N1CCOCC1,6,-1,-3,-0.9,2,-2,5,0,4,1,1.2
CCN(CC)CCSc1nc(O)c(-c2ccccc2)c(=O)n1-c1ccccc1,-2,5,0,0.2,-5,10,-16,1,-8,2,0.6
O=C(C1CCN(S(=O)(=O)c2ccccc2)CC1)N1CCOCC1,-7,-2,-4,1.4,8,-2,-5,5,3,-2,0.2
CC(C)c1ccc(NC(=O)C2CCCN(S(=O)(=O)c3cccnc3)C2)cc1 (centres undefined),142,3,-1,-0.5,-1,-3,1,-3,-16,-2,-0.4
CN(C)CCCN(Cc1ccccc1)C(=S)Nc1cccc(C(F)(F)F)c1,2,1,11,-2.1,-4,-3,0,0,-14,-8,-2.2
Cn1c(=O)c(-c2ccccc2)nn2c3ccccc3nc12,·,-2,-3,0.6,-9,-4,13,-3,-3,-9,0.5
O=C(Nc1ccccc1)Nc1nnc(Cc2ccccc2F)s1,0,2,4,1.3,6,-1,-4,4,-15,16,1.2
COc1ccc2[nH]c3c(=O)n(CCCC(=O)NC4CCC(C)CC4)c(=S)[nH]c3c2c1 (centres undefined),200,2,-7,-0.2,-6,1,-7,-2,-6,53*,1.1

Later entries.
smiles,Mot1-301 SUMO,NSD2 inh,cardiac RTF act,C-LANA FP,Rtt109 Vps75,RTF Ca sens inh,PfHsp90 set2,Keap1 Nrf2 FP,PvdQ inh,dFosB act,CDK5 inh
COc1ccc(C(CNC(=O)Cc2ccccc2Cl)N2CCCCC2)cc1 (centres undefined),134,3,-2,-1.6,5,-3,-27,2,-5,-8,-0.3
COc1ccc(NC(=O)CSc2nnc(-c3ccccc3F)n2C2CC2)cc1S(N)(=O)=O,3,-1,0,-1.6,-6,-6,20,0,-10,-12,2.6
O=S1(=O)[C@H]2C[C@H](CO)O[C@@]2(CO)CN1Cc1ccc(-c2ccc(F)cc2)cc1,·,·,0,0.6,9,-8,0,-6,-28,-17,0.0
COc1ccccc1OCCSc1nc2ccccc2n1CC(N)=O,26,4,12,0.3,-4,0,38,-3,-16,8,-0.3
CC(=O)c1ccc(NC(=S)NC(=O)/C=C/c2ccccc2)cc1,-11,-5,3,-1.1,-5,-3,-8,4,-7,6,0.7
O=C(Nc1nnc(-c2ccco2)o1)c1ccc(Cl)s1,-9,-7,-1,-1.2,1,-1,17,1,-7,-11,0.8
O=C(Nc1nccs1)c1cnccn1,9,-4,0,0.2,5,-1,5,-2,8,-3,3.1
CCN(CC(=O)Nc1cccc(S(=O)(=O)N(C)c2ccccc2)c1)Cc1cccs1,17,-4,-7,-1.1,-5,5,·,1,6,-6,-1.5
